# MLL CXXC-DNA inh = blocks binding of human MLL CXXC domain to DNA | Q03164 | 0.037% of 290,000 active | Potency, µM (top dose mostly 115 µM), for the others: at the highest dose activity change, negative = inhibition, actives largely listed as inhibitors | MLL-CXXC / FITC-HOXA9 DNA fluorescence polarization; active means well fitted inhibition curve with a large enough effect in the polarisation, with a control signal flat, not every such curve was filed as active; inconclusive means small, poorly fitted or top-dose-only effect, or effect the other way, or a change in a side signal; inactive means no such curve, though single readings can be large or run the other way; the % refers to the polarisation
#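 Purified MLL-CXXC (added from a 7 uM solution) was preincubated 5 min at ambient with pinned compounds in 50 mM Tris-HCl pH 7.5, 50 mM NaCl, 1 mM DTT, 0.05% BSA. Fluorescein-labeled HOX-A9 DNA (50 nM solution) followed, 30 min, then polarization read.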
# MBNL1-CUG inh = MBNL1-poly(CUG) RNA binding inhibition | Q9NR56 | TR-FRET MBNL1-His/biotin-(CUG)12 binding, 665/545 ratio | Potency, µM (highest dose often 57.5 µM), without a hit: at the highest dose activity change, negative = inhibition, actives largely listed as inhibitors | 0.036% of 280,000 active | AID 2675; active means well fitted inhibition curve with a large enough effect in the signal ratio, with a control signal flat, not every such curve was filed as active; inconclusive means small, poorly fitted or top-dose-only effect, or effect the other way, or a change in a side signal; inactive means no such curve, though single readings can be large or run the other way; the % refers to the signal ratio; further: on the % scale 0 is the no-effect control and ±100 the full control effect
# Target sequence (Q9NR56 whole entry, looked up): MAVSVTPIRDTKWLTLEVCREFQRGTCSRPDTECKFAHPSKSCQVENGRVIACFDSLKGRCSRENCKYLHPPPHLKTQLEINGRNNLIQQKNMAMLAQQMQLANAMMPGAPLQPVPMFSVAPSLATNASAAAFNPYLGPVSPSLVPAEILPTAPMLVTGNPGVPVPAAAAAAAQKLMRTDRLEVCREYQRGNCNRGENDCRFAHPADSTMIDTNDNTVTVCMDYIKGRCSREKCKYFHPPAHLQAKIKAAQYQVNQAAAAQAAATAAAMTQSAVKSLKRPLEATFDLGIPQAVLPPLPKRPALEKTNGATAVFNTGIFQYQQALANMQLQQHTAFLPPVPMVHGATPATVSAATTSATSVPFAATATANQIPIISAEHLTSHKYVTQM
#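 MBNL1-His + Biotin-(CUG)12, cpd titration 92 nM–58 uM; Tb anti-His Ab 0.055 ng/ul, SA-XL665 5 nM (final); 60 min RT; ratiometric 665/545 nm, Ex 340 nm; normalized to buffer and full-complex controls.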
# BRCA1 expr act = increases BRCA1 expression | MCF7-BRCA1-FFLuc reporter, luminescence, 48 h; response scale: scaled: vehicle 0%, 10 µM genistein 100% | Potency, µM (titrated, usually from 46.1 µM), inactives show top-dose activation, most hits filed as activators | 1.1% of 380,000 active; further: nearly all actives have a fitted effect of over 80% in size; some results filed as inactive show a strong effect at the top dose
#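 48 h compound treatment of MCF7-BRCA1-FFLuc cells (phenol-red free MEM, 37 °C), then 15 min with luciferase substrate and luminescence imaging.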
# Rab9 prom act = Rab9 promoter activation. Huh7 Rab9 promoter-luciferase reporter, luminescence, 24 h. Potency, µM (highest dose often 9.22 µM), without a hit: top-dose activation, negative = inhibition, most hits filed as activators. 2.8% of 320,000 active. AID 485297; further: % of control where 0% means no effect; nearly all actives have a fitted effect of over 60% in size
#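 Promoter activation is measured as luciferase luminescence in Huh7 cells stably transfected with a Rab9 promoter–luciferase construct, following 24 h compound exposure at 37 °C and 10 min reagent incubation at ambient temperature.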
# p53 reactivation = mutant p53 re-activation in reporter cells; Potency, µM (series often up to 92.2 µM), for the others: top-dose activity change, positive = activation, most hits filed as activators; H1299 p53-A138V BP100-luciferase reporter, luminescence, 24 h; 0.063% of 320,000 active; further: % of control where 0% means no effect; nearly all actives have a fitted effect of over 45% in size
#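 H1299 (p53-null), stable ts p53-A138V + BP100-Luc; 1000 cells/well, Opti-MEM/10% FBS; cpd 4 pt, 1:5; 24 h, 37 deg C, 5% CO2; detection reagent 10 min RT; luminescence.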
# FLuc modulator = firefly luciferase modulation, counter-screen for miR-21 project; purified FLuc, Km substrates, luminescence inhibition; Potency, µM (series often up to 57.5 µM), for the others: top-dose activity change, negative = inhibition, usual class: inhibitors; P08659; 6.9% of 360,000 active; AID 588342;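 further: plate controls were vehicle for no effect and reference inhibitor for full effect; nearly all actives have a fitted effect of over 55% in size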
# Target sequence (P08659 whole entry, looked up): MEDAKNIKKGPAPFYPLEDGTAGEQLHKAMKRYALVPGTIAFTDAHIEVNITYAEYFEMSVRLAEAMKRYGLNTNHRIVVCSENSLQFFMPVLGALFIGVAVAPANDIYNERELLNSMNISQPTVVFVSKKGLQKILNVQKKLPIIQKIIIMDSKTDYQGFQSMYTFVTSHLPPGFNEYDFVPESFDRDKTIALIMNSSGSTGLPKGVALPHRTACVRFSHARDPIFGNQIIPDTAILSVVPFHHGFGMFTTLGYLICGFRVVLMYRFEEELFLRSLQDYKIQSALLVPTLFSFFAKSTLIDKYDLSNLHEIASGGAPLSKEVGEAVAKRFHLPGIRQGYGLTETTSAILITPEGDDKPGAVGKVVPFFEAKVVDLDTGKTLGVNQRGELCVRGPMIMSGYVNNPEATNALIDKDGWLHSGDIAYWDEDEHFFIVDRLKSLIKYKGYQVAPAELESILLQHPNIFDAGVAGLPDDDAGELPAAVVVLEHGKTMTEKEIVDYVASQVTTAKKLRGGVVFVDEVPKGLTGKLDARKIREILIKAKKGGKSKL
#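 Purified P. pyralis luciferase, 10 nM final, with Km-level 10 uM D-luciferin and 10 uM ATP in 50 mM Tris acetate pH 7.5, 10 mM Mg acetate, 0.01% Tween-20, 0.05% BSA; 6-point qHTS titration about 60 µM downward; luminescence read.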
# uPA generation = inhibitors of cell surface uPA generation | cell surface uPA generation assay, qHTS | Potency, µM (top dose mostly 38.3 µM), for inactives: at the highest dose activity change, negative = inhibition, most hits filed as inhibitors | 0.31% of 330,000 active; active means well fitted inhibition curve with a large enough effect; inconclusive means small, poorly fitted or top-dose-only effect; inactive means no such curve, though single readings can be large or run the other way; tested in mouse RAW 264.7 cells; further: on the % scale 0 is the no-effect control and ±100 the full control effect; nearly all actives have a fitted effect of over 55% in size
# VP16 counter = counter-screen for ROR gamma inhibitors: Gal4-VP16 reporter | Potency, µM (titrated, usually from 53.6 µM), inactives show top-dose activity, negative = inhibition, actives largely listed as inhibitors | 3.5% of 310,000 active | AID 2546 | Drosophila S2 Gal4-VP16 UAS-luciferase, luminescence, 20 h;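 further: Gal4-VP16 expression switched on by copper sulfate through the metallothionein promoter; on the % scale 0 is the no-effect control and ±100 the full control effect; nearly all actives have a fitted effect of over 50% in size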
# NPC1 promoter act = activators of NPC1 promoter. Huh7 NPC1 promoter luciferase reporter, 24 h. Potency, µM (top dose mostly 9.22 µM), for inactives: top-dose activation, actives largely listed as activators. 2.4% of 320,000 active. AID 485313;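 further: % of control where 0% means no effect; nearly all actives have a fitted effect of over 60% in size; reporter is driven by a mutant NPC1 promoter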
#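 Compounds in DMSO were transferred onto Huh7 NPC1-luciferase reporter cells pre-incubated 2 h; after 24 h at 37 °C, Amplite reagent was dispensed and luminescence recorded 10 min later.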
# RORg inh = ROR gamma (mouse) transcription inhibition; P51450; Drosophila S2 Gal4-RORgamma UAS-luciferase reporter, 20 h; Potency, µM (titrated, usually from 53.6 µM), for inactives: at the top dose activity change, negative = inhibition, usual class: inhibitors; 5.4% of 310,000 active; AID 2551; further: on the % scale 0 is the no-effect control and ±100 the full control effect; nearly all actives have a fitted effect of over 60% in size
#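 Luciferase reporter read in Schneider cells carrying Gal4-RORγ (mouse) and UAS-Photinus luciferase; cells given compound 1 h before 700 uM copper sulfate induction, then incubated 20 h at ambient temperature.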
# ELG1 genotoxic = induces genotoxicity in HEK293T cells with luciferase-tagged ELG1; Potency, µM (highest dose often 46 µM), for the others: at the highest dose activity change, positive = activation, actives largely listed as activators; 1.3% of 330,000 active; HEK293T ELG1-luciferase reporter, luminescence, 16 h; further: % of control where 0% means no effect; nearly all actives have a fitted effect of over 60% in size
#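 Quantitative HTS format in 1536-well plates. HEK293T ELG1-luciferase reporter cells receive test compound and are incubated 16 hr at 37 °C, 5% CO2; ONE-Glo added, 30 min room temperature, then luminescence read.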
# * marks the source's active call; other numbers are inactive results; ? = inconclusive; nt = no result given; [ ] = dose if it differs, or a comment. Unless noted, the call rests on the fitted dose curve; in most records, active means well fitted curve in the direction sought with a large enough effect; inconclusive means small, poorly fitted or top-dose-only effect, or another doubt; inactive means no such curve, though single readings can be large; an effect the other way counts as inactive or inconclusive. Potency means the concentration at half of the fitted maximal effect. This is a subset; the hit share may differ from the screen's.
# Start of the listing, in advance, 2 compounds:
Molecule	MLL CXXC-DNA inh	MBNL1-CUG inh	BRCA1 expr act	Rab9 prom act	p53 reactivation	FLuc modulator	uPA generation	VP16 counter	NPC1 promoter act	RORg inh	ELG1 genotoxic
Cc1cc(C)n2ncc(-c3cccc(Br)c3)c2n1	6%	36%[activator]	-18%	-1%	21%	-26%	-5%	-4%	6%	-23%	6%
O=C(NNC(=O)C1CCN(S(=O)(=O)c2c(Cl)cccc2Cl)CC1)c1ccccc1O	nt	nt	-78%	-14%	-6%	-2%	-6%	nt	0%	nt	-1%

# This part in full, previewed entries included:
Molecule	MLL CXXC-DNA inh	MBNL1-CUG inh	BRCA1 expr act	Rab9 prom act	p53 reactivation	FLuc modulator	uPA generation	VP16 counter	NPC1 promoter act	RORg inh	ELG1 genotoxic
Cc1cc(C)n2ncc(-c3cccc(Br)c3)c2n1	6%	36%[activator]	-18%	-1%	21%	-26%	-5%	-4%	6%	-23%	6%
O=C(NNC(=O)C1CCN(S(=O)(=O)c2c(Cl)cccc2Cl)CC1)c1ccccc1O	nt	nt	-78%	-14%	-6%	-2%	-6%	nt	0%	nt	-1%
O=C(CNC(=O)c1ccncc1)Nc1ccc(F)c(F)c1	-5%	-3%	-11%	-5%	-11%	3%	3%	-8%	-4%	-4%	-1%
O=C(COC(=O)c1cc(Br)ccc1Cl)NC(=O)NCc1ccccc1	10%	4%	-5%	-1%	-3%	1%	3%	6%	-5%	14%	0%
Cc1ccc(NC(=O)CCNS(=O)(=O)c2ccccc2)c(C(=O)c2ccccc2)c1	-4%	-8%	7%	1%	3%	0%	5%	-1%	-3%	12%	-4%
O=C(N/N=C/c1cccs1)c1cccc(NC(=O)c2ccccc2Cl)c1	4%	?	53%	8%	7%	24µM*	1%	14µM*	10%	?	1%
Cc1cc(C)nc(N/N=C/c2cn[nH]c2-c2ccccc2)n1	13%	nt	2%	-2%	2%	-9%	0%	1%	-1%	-37%	-2%
Cc1cc(SCNC(=O)c2ccccc2)nc(C(C)C)n1	7%	7%	-16%	-36%[inhibitor]	3%	-13%	-8%	?	-2%	13µM*	0%
COc1ccc(Oc2cn[nH]c2-c2ccc(OCC(=O)NN)cc2O)cc1	-8%	-5%	-29%	-8%	2%	4%	-15%	0%	-3%	-15%	1%
Cc1nn(Cc2ccccc2)c(Cl)c1/C=C/C(=O)OC(C)C(=O)N1CCCC1 (configuration not stated)	?	5%	-20%	2%	-2%	-1%	8%	1%	0%	20%	-6%
Cc1cc(SCC(=O)N(C)CC(=O)Nc2ccc(F)cc2)nc2ccccc12	15%	-9%	-21%	-4%	1%	-1%	-1%	-4%	0%	3%	-5%
c1ccc(Nc2nnc(SCc3cccc4ccccc34)s2)cc1	5%	4%	13%	3%	-2%	?	13%	-2%	2%	9%	6%
O=C(O)c1cccc(NC(=O)C2CCCO2)c1 (configuration not stated)	5%	1%	-13%	-1%	-2%	1%	nt	1%	2%	-7%	-9%
Cc1c(C(=O)N2CCN(c3ccccc3)CC2)oc2c(F)cccc12	11%	5%	31%	27%	6%	?	-2%	-2%	1%	8%	4%
COc1ccc(S(=O)(=O)N(CC(=O)NCc2ccco2)c2ccccc2OC)cc1	5%	1%	17%	1%	-1%	6%	-2%	21%	-1%	24%	-5%
Cc1cc(C)nc(SCc2cn3c(C)cccc3n2)n1	6%	-5%	-2%	-2%	-2%	-19%	-1%	1%	1%	?	0%
O=C(O)CC(NC(=O)OCc1ccccc1)c1ccc(Br)cc1 (configuration not stated)	6%	-3%	-17%	-1%	-6%	-2%	-10%	3%	0%	-9%	-3%
CC(C)C(=O)NC(c1cccc([N+](=O)[O-])c1)c1ccc2cccnc2c1O (configuration not stated)	?	49%[activator]	-82%	-45%[inhibitor]	27%	5%	3%	2.5µM*	-40%[inhibitor]	2.8µM*	14%
Cc1ccc(-n2[nH]c(C)c(/C=N/Nc3ccc([N+](=O)[O-])cc3[N+](=O)[O-])c2=O)cc1	1%	nt	-10%	-11%	-17%	19µM*	-5%	-4%	-8%	7%[10 µM]	-11%
COC(=O)c1ccc(Cl)c(NC(=O)NC2CCCCC2)c1	10%	5%	-3%	-2%	-4%	5%	0%	4%	-1%	-19%	2%
COc1ccc(C2c3[nH]c4ccccc4c3C[C@H]3C(=O)N(C)CC(=O)N23)cc1OC (some centres not stated)	5%	4%	0%	-1%	-13%	2%	-1%	5%	-9%	37%	0%
CC(=O)NCC(=O)NC1CCCc2c1cnn2-c1ccc(C(C)(C)C)cc1 (configuration not stated)	-9%	-3%	20%	-1%	-9%	?	-4%	-30%	0%	?	4%
CC(/C=C/C=C/c1ccccc1)=N/NC(=O)CNc1ccc(C)cc1	-3%	?	79%	10%	?	-11%	-10%	-12%	6%	16%	3%
CCc1ccc(OCC(=O)N/N=C\c2ccco2)c([N+](=O)[O-])c1	6%	?	-12%	6%	?	11µM*	-2%	4%	11%	36%	11%
Cc1cc(NC(=O)CCC(=O)N(Cc2cccs2)C(C(=O)NC2CCCC2)c2ccncc2)no1 (configuration not stated)	-3%	16%	-10%	13%	32%	16%	7%	-2%	-2%	7%	-1%
Cc1ccc2nsnc2c1NC(=S)NC(=O)c1ccco1	2%	nt	-51%	1%	-1%	0%	7%	-12%	8%	-19%[10 µM]	-2%
Fc1ccc(-c2ccc(NCCN3CCOCC3)nn2)cc1	6%	-3%	106%	?	nt	?	4%	0%	?	20%	13%
O=C(NC1CCN(C(=O)Nc2ccccc2Cl)CC1)c1ccco1	-7%	-1%	-7%	-5%	2%	2%	2%	-9%	0%	-8%	-2%
c1ccc(CCNCCCOc2cccc3ccccc23)cc1	33%[activator]	-2%	-40%	2%	nt	-1%	1%	-10%	-6%	-2%[1.91 µM]	-4%
Cc1cc(NC(=O)CSc2nnc(-c3cccc(F)c3)n2N)no1	nt	nt	0%	10%	3%	nt	-1%	nt	-7%	nt	2%
COc1cc(Cl)ccc1OCc1cc(C(=O)N(C)Cc2cccc3cnccc23)no1	21%	9%	61%	?	-5%	13µM*	-5%	-15%	?	40%	-15%
BrC(/C=C\c1ccccc1)=N/Nc1nc(N2CCOCC2)nc(N2CCOCC2)n1	5%	?	-23%	0%	12%	-1%	-1%	-10%	-4%	-29%	-1%
OC(COc1ccc(Cl)cc1Cl)CN1CCc2ccccc2C1 (configuration not stated)	-4%	-4%	4%	0%	10%	-9%	?	-12%	-5%	-13%	-1%
O=C(CSC(=S)N1CCSCC1)c1ccccc1	3%	0%	?	1.3µM*	?	4.3µM*	-6%	-15%	1.3µM*	5%	?
COc1cccc(NC(=O)COC(=O)c2nc(Cl)ccc2Cl)c1	11%	-5%	-8%	9%	10%	-14%	0%	8%	-5%	-9%	1%
CCCS(=O)(=O)c1c(S(=O)(=O)CCC)c2ccccn2c1C(=O)OC	14%	-3%	-7%	0%	-4%	1%	2%	0%	-2%	30%	3%
COC(=O)c1cc(=O)c2cccc(OC)c2[nH]1	5%	?	0%	-7%	1%	0%	4%	-7%	-1%	-27%	-3%
C#CCN(C#N)c1nc(NCC)nc(NC(C)C)n1	2%	-4%	0%	-3%	-10%	-1%	25%	1%	-1%	34%	4%
O=C(OCC#Cc1c(COC(=O)c2ccccc2)nnn1Cc1ccccc1)c1ccccc1	-4%	-6%	-12%	-4%	5%	-1%	2%	2%	0%	-11%	-2%
CC(C)c1onc(C(=O)N2CCCCC2)c1[N+](=O)[O-]	23%	2%	-10%	0%	15%	0%	-6%	?	1%	6%	-1%
CO/N=C1\CCn2c1c(C)c1ccccc12	-1%	5%	1%	8%	1%	-14%	-2%	-7%	0%	-1%	2%
CC(C)Cc1nc(SCC(=O)NCC2CCCO2)c2c(=O)n(C)c(=O)n(C)c2n1 (configuration not stated)	2%	-3%	6%	-2%	-9%	-1%	-4%	15%	0%	-25%	1%
Cc1ccc(N2CC(C(=O)OCc3ccccc3)CC2=O)cc1 (configuration not stated)	-8%	5%	6%	-10%	8%	-8%	3%	-1%	0%	?	-6%
Cc1nc(-c2ccccc2)sc1C(N)=O	4%	30%[activator]	69%	9%	17%	-15%	8%	-2%	12%	3%	18%
CC1(C)CCC(=O)N2CC[C@H]3C[C@H](OC(=O)Nc4ccc5c(c4)OCO5)C[C@@H]1[C@H]32	-3%	1%	11µM*	?	nt	15µM*	-12%	?	4µM*	?	-5%

# Source: PubChem BioAssay
